GLP-1R agonist: qHTS of GLP-1 Receptor Agonists; HEK293 GLP-1R CRE-luciferase, luminescence, 4-6 h; cells express a hypersensitive GLP-1R form; AID 624172, 2012; Potency, µM (series often up to 45.6 µM), without a hit: top-dose activation, actives largely listed as activators; 380,000 compounds, 0.007% hits; also: potency is read from the fitted curve at half-maximal effect; % of control where 0% means no effect
WRN helicase inh: qHTS for Inhibitors of WRN Helicase. Potency, µM (top dose mostly 114 µM), for inactives: at the top dose activity change, negative = inhibition, hits mostly inhibitors. Bifunctional 3'-5' exonuclease/ATP-dependent helicase WRN (Homo sapiens), Q14191. 360,000 compounds, 0.46% hits. WRN helicase unwinding, fluorescent forked duplex, kinetic; also: potency is read from the fitted curve at half-maximal effect; % is scaled to controls: 0 for no effect and ±100 for the full control effect; nearly all actives have a fitted effect of over 55% in size
Target sequence (Q14191 whole entry, looked up): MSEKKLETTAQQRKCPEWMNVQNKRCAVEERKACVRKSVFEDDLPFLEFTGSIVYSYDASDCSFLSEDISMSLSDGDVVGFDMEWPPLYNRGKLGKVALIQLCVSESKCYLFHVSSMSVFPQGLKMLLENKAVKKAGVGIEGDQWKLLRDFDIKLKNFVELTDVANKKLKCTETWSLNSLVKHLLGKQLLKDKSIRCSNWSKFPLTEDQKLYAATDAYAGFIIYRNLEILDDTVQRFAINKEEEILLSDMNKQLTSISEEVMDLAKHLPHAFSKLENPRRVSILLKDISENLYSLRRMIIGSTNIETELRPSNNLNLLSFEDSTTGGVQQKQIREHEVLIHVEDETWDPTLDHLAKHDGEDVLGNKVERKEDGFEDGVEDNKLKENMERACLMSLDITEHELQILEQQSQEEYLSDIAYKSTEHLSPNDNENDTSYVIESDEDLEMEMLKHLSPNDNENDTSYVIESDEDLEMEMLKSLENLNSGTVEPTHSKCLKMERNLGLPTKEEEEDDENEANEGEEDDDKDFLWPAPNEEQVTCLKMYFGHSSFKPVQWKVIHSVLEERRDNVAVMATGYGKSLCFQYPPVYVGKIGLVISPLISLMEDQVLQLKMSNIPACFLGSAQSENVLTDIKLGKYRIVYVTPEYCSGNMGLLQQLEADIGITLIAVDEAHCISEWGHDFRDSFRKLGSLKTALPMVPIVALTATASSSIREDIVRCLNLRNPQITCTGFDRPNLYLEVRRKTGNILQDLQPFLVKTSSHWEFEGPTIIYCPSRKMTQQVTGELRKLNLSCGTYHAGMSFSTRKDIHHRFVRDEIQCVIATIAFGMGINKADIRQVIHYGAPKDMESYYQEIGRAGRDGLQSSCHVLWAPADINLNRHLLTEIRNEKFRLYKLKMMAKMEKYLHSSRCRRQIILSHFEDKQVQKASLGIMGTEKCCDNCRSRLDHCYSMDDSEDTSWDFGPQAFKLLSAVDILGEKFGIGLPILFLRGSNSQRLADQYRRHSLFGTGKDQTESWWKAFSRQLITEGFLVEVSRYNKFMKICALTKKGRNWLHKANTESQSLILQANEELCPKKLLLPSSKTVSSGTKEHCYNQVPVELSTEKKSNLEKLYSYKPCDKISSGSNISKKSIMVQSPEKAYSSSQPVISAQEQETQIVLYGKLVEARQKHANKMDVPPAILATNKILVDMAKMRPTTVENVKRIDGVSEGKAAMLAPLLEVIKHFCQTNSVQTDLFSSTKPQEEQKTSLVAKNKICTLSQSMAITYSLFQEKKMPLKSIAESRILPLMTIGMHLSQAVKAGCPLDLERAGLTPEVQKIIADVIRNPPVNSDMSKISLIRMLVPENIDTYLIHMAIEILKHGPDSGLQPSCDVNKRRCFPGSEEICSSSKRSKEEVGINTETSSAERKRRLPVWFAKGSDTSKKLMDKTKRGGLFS
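Fluorescence dequenching readout, ex 525 nm/em 598 nm, kinetic mode: forked duplex DNA (100 nM final) with adjacent fluorophore and quencher unwound by WRN (20 nM final) with 2 mM ATP. Compound preincubation 15 min, room temperature.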
GLP1R inv ag: qHTS of GLP-1 Receptor Inverse Agonists (Inhibition Mode); Glucagon-like peptide 1 receptor (Homo sapiens), P43220; HEK293 GLP-1R CRE-luciferase, luminescence, 24 h; GLP-1R form is constitutively active; Potency, µM (highest dose often 38.3 µM), for the others: at the highest dose activity change, negative = inhibition, actives largely listed as inhibitors; 410,000 compounds, 1.6% hits; also: potency is read from the fitted curve at half-maximal effect; % is scaled to controls: 0 for no effect and ±100 for the full control effect; nearly all actives have a fitted effect of over 55% in size
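qHTS in 1536-well format: reporter HEK293 cells expressing constitutive GLP-1R activity in DMEM + 10% Nu serum, 24 hr with compounds at 37 deg C, luminescence read after 12 min with detection reagent.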
PI5P4Ka inh: qHTS for Inhibitors of phosphatidylinositol 5-phosphate 4-kinase (PI5P4K); Phosphatidylinositol 5-phosphate 4-kinase type-2 alpha (Homo sapiens), P48426; PI5P4Kalpha enzyme, ADP-Glo luminescence, 60 min; hits give low values; max response, %; 330,000 compounds, 1.2% hits; active = max response of -50% or lower; inconclusive = between -30% and -50%; inactive = -30% or higher; also: value at the top dose of about 77 µM; % is scaled to controls: 0 for no effect and ±100 for the full control effect
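Single end-point luminescence (ADP-Glo) quantified ADP from PI5P4Kalpha turnover; ATP 5 microM final, 1 h at RT, 0.1% CHAPS and 0.28 mM EGTA in HEPES pH 7.4.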
DRD3 agonist: qHTS of D3 Dopamine Receptor Agonist: qHTS; D3R DiscoveRx beta-arrestin cells, luminescence, 90 min; 410,000 compounds, 0.58% hits; D(3) dopamine receptor (Homo sapiens), P35462; max activation, %; in the data active = max activation above about 30%; also: 0% is about no effect; mostly tested at two doses, the higher about 12 µM
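Agonist-mode cell screen: cells plated at 1500/well and incubated overnight at 37 °C, then exposed to library compounds for 90 min at 37 °C. Detection reagent was added for 30–60 min at room temperature, and luminescence was read.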
GLP1R cytotox: qHTS of GLP-1 Receptor Inverse Agonists: Cytotox Screen | Potency, µM (top dose mostly 38.3 µM), inactives show top-dose activity change, negative = inhibition, most hits filed as inhibitors | AID 624418, 2012 | HEK293 cAMP-luciferase reporter cells, luminescence, 24 h | 410,000 compounds, 0.13% hits;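 also: loss of luciferase light is scored as toxicity; potency is read from the fitted curve at half-maximal effect; % is scaled to controls: 0 for no effect and ±100 for the full control effect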
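Step one: seed cells (200 cells/uL, DMEM with 10% Nu serum, 1% pen-strep). Step two: 12-hour incubation at 37 deg C. Step three: pin 23 nL compound, incubate 24 hr. Step four: add luciferase reagent, read luminescence 12 min later.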
D3 antag: qHTS of D3 Dopamine Receptor Antagonist: qHTS; D(3) dopamine receptor (Homo sapiens), P35462; D3R cells, DiscoveRx beta-arrestin luminescence, antagonist mode; hits give low values; max response, negative = inhibition, %; 360,000 compounds, 2.5% hits; AID 652054, 2013; in the data active = max response below about -50%; inconclusive = no clear call, values can overlap the other calls; also: % is scaled to controls: 0 for no effect and ±100 for the full control effect; mostly tested at two doses, the higher about 12 µM
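Cells plated overnight at 1500 cells/well, then exposed to library compounds with dopamine controls for 90 minutes at 37 degrees C. DiscoveRx reagent added for 30–60 minutes at room temperature; luminescence read, quantitative HTS format.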
PLK1 PBD inh: qHTS for Inhibitors of PLK1-PDB (polo-like kinase 1 - polo-box domain): Primary Screen; Potency, µM, for inactives: max response, negative = inhibition, actives largely listed as inhibitors; Plk1 PBD binding of FITC phosphopeptide, fluorescence polarization; 360,000 compounds, 2.8% hits; AID 720504, 2013; Serine/threonine-protein kinase PLK1 (Homo sapiens), P53350; also: potency is read from the fitted curve at half-maximal effect; series mostly up to about 57 µM; % is scaled to controls: 0 for no effect and ±100 for the full control effect; nearly all actives have a fitted effect of over 65% in size
IL2 activator: qHTS of IL-2 Activators | AID 652025, 2013 | IL-2 activation reporter assay, cell-based qHTS; stimulated with anti-CD3/CD4/CD28 beads; in transgenic mouse T cells | 360,000 compounds, 0.065% hits | activation, % (series mostly up to about 46 µM); in the data active = activation above about 50%; inconclusive = mostly about 30% to 49%; also: 0% is about no effect
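Unstimulated transgenic mouse T cells, 750 per well, received compound and, after 60 minutes, anti-CD3/anti-CD4 bead plus anti-CD28 stimulation. EGFP and DsRed were quantified after 18 hours.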
Starred values were filed as active, the others as inactive; ? = inconclusive; . = not tested or not shown; & = joins results of further samples; [ ] = another dose, or the depositor's remark. Unless noted, calls follow the shape of the dose curve; as a rule, active = well fitted curve in the direction sought with a large enough effect; inconclusive = small, poorly fitted or top-dose-only effect, or another doubt; inactive = no such curve, though single readings can be large; an effect the other way counts as inactive or inconclusive. An unsorted share of the library. Share with any hit: about 7.8%.

Results follow in this order: GLP-1R agonist, WRN helicase inh, GLP1R inv ag, PI5P4Ka inh, DRD3 agonist, GLP1R cytotox, D3 antag, PLK1 PBD inh, IL2 activator
- COC(=O)c1ccc(C2C(Oc3ccccc3)C(=O)N2CCc2ccc(F)cc2)cc1 (stereo not given)
 : -17.9%, 4.3%, 0.0%, ., -2.3, -14.8%, ?, -6.0%, -4.2
- COc1ccc(OCc2cc(C(=O)NCC(C)Oc3cccnc3)no2)c(Cl)c1 (stereo not given)
 : 0.1%, -6.7%, ?, 1.8, 6.0, 14.4%, 14.0, -1.1%, -1.0
- CC1(C(=O)NS(=O)(=O)c2ccc(Br)cc2)CCN1C(=O)c1cccc(F)c1 (stereo not given)
 : -7.2%, -1.4%[57.1 µM], 1.3%, 0.5, 2.2, 6.8%, 5.9, -3.2%, 1.2
- Cc1ccccc1OCC(=O)Nc1sc(C(=O)Nc2cccc(C)c2C)c(C)c1C#N
 : -0.8%, 3.5%, 0.0%, ., 11.8, -1.6%, 5.7, 2.8%, -0.4
- CCOC(=O)CCCCC(=O)c1[nH]c(=O)[nH]c1CSc1nc(C)cc(=O)[nH]1
 : -4.3%, -2.1%, 25.5%, ., 4.8, 8.4%, 18.4, -16.4%, -2.8
- CCOc1ccc2c(C)cc(=O)oc2c1OCC
 : 24.0%, -0.7%, 52.3%[activator], 8.1, -9.0, 15.8%, -12.5, -7.1%, 0.0
- Cc1ccc(C)c(NS(=O)(=O)c2cc(C(=O)NCc3ccccn3)ccc2C)c1
 : 8.8%, -7.4%, ?, 0.6, -3.5, ?, -10.5, -2.3%, 0.2
- COc1ccc(C(=S)NC2CCCCC2)cc1
 : 12.1%, -19.9%, ?, ?, -6.8, 3.9%, -17.5, 23.8µM*, 0.5
- CCOc1ccc(Cn2nnc(C(=O)NCc3ccc(OC)cc3)c2N)cc1
 : 1.5%, -2.4%, -25.2%, -7.1, 3.1, -10.5%, -13.9, 2.5%, -1.0
- COc1cc(C=O)ccc1OCC(=O)Nc1ccc2c(c1)OCO2
 : 0.6%, 2.7%, 33.5%[activator], -7.6, 0.5, 0.0%, 0.3, -12.5%, -2.9
- COc1ccccc1-n1cnnc1SCC(=O)Nc1cccnc1Cl
 : -1.3%, -5.0%, 3.4%, -3.3, -5.5, 16.2%, -12.8, -14.7%, -1.3
- CCC1(C(=O)OC)NC(c2ccccc2OC)C2C(=O)N(C)C(=O)C21 (stereo not given)
 : -4.5%, -5.8%, -2.3%, 3.1, -4.2, -3.7%, -14.0, -2.6%, -1.7
- O=C1C=CC(=O)N1CCCCCCN1C(=O)C=CC1=O
 : -22.3%, 20µM*, ?, -58.4*, -13.8, ?, -72.2*, 3.36µM*, -2.5
- COCCNC(=O)Cn1c(=O)n(CCCCCC(=O)Nc2ccccc2)c(=O)c2sccc21
 : -4.1%, -6.3%, -5.2%&16.9%, -1.3, -1.6&1.1, 4.3%&-0.3%, -4.4, -9.6%, -0.7
- CC(C)(CCl)C(=O)Nc1ccc(OC(F)(F)F)cc1
 : 4.4%, 5.5%, ?, 1.8, 6.1, 9.8%, 21.9, 0.5%, -0.2
- CC/C=C/C(=O)N1CC2(CC(c3cccc(NC(=O)COc4ccc(Cl)cc4)c3)=NO2)C[C@H]1C(N)=O (stereo not given in full)
 : 0.2%, -4.1%, -8.8%, -19.8, -4.0, -1.7%, 5.7, -12.2%, -0.4
- COc1cccc(CNC(=O)c2cccnc2Sc2ccccc2)c1
 : ?, -0.5%, 134.9%[activator], 9.4, -2.9, -8.2%, -0.5, -5.7%, -2.2
- Cc1cc(=O)oc2cc(OC(C)C(=O)NCC3CCC(C(=O)O)CC3)ccc12 (stereo not given)
 : -2.2%, -4.1%, -0.5%, -3.3, 18.8, -6.7%, 0.0, 4.8%, -0.4
- O=C(NCc1cccs1)C1CCCN1C(=O)Nc1ccccc1 (stereo not given)
 : 3.8%, -0.5%, -4.6%, 3.2, 3.9, -0.7%, -1.4, -3.7%, -2.4
- CC(C)CCC(CC(C)O)c1n[nH]c(=S)n1-c1ccccc1 (stereo not given)
 : 4.2%, 3.8%, 10.1%, -2.2, 4.4, -4.5%, -18.7, -2.3%, -1.0
- COCCn1c(=S)[nH]c2cc(C(=O)NC3CCCCC3C)ccc2c1=O (stereo not given)
 : 13.1%, 3.8%, 4.7%, 5.8, -0.3, -7.2%, 1.9, -3.6%, -0.9
- CCN(CC)CCN=c1c(C)nc(C#N)c(N)n1O
 : -2.0%, 4.1%, 11.0%, -8.4, -7.1, 10.5%, -10.5, -5.1%, -2.9
- CSc1nsc(SCC(=O)Nc2nncs2)n1
 : 3.3%, -35.1%, 1.3%, -0.9, -2.3, 2.1%, -4.0, -8.0%, -1.8
- CCN(CC)C(=O)c1ccc2c(=O)n(Cc3cccc(Br)c3)c(=S)[nH]c2c1
 : 0.3%, -3.7%, -20.4%, -2.1, 1.2, -27.0%, -4.2, -18.2%, 0.1
- Cc1cc(SCC(=O)NCC(c2cccs2)N2CCOCC2)c(C)cc1Br (stereo not given)
 : 0.3%, -29.5%, 11.2µM*, 5.8, -6.6, 1.2%, 10.9, -19.1%, -0.3
- CCOc1ccccc1NS(=O)(=O)c1ccc(-c2cnc(C3CC3)o2)cc1
 : ?, -13.0%, -68.2%&-66.1%, 12.2, -2.7&-18.6, -36.4%&-43.5%, -9.2, -2.8%, -0.4
- CC(C)CN(C(=O)CN1C(=O)C2CCCCC2C1=O)c1c(N)n(Cc2ccccc2)c(=O)[nH]c1=O (stereo not given)
 : -3.5%, -12.4%, 21.4%, 0.4, 0.0, 1.9%, 11.0, -2.0%, -0.8
- CCOC(=O)C1CCCN(S(=O)(=O)NC[C@H]2O[C@@H](n3cnc4c(N)ncnc43)[C@H](O)[C@@H]2O)C1 (stereo not given in full)
 : -0.6%, -5.7%, 28.2%, 5.1, 17.4, -1.4%, 22.7, -9.1%, -0.1
- O=C(Nc1ccn(Cc2ccccc2F)n1)c1ccc(COc2ccc(Cl)cc2Cl)o1
 : 5.8%, -3.7%[57.1 µM], ?, 6.7, 1.2, 1.8%, -4.6, -6.6%, -0.9
- COc1ccc(-c2ccc3oc(-c4ccsc4)c(-c4ccc(OC)cc4)c3c2)cc1
 : -0.3%, -0.7%, 1.1%, -1.1, -7.7, -0.9%, 5.7, -9.0%, 0.0
- CSc1ccccc1NC(=O)COc1ccc2c(c1)OCO2
 : 8.7%, -13.6%, -21.2%, 0.6, 1.6, 5.2%, 9.8, -8.4%, -0.8
- CC1CCCCN1CCNC(=O)c1ccc2c(c1)N(Cc1ccccc1F)C(=O)c1ccccc1S2=O (stereo not given)
 : 4.6%, 7.9%, ?, 0.4, -12.5, 0.0%, ?, -7.9%, -1.0
- O=C(/C=C/c1ccccc1)NC(=S)NNC(=O)c1ccco1
 : -3.6%, -15.1%, -0.8%, -23.3, 2.5, -9.8%, 2.7, -16.8%, 1.3
- CC(C)C(=O)c1cn(CC(=O)N2CCCc3ccccc32)c2ccccc12
 : -0.7%, -9.5%, 0.0%, ., 3.1, 0.8%, -18.6, -15.4%, -0.4
- O=C(NNc1ccccn1)C(c1ccccc1)c1ccccc1
 : 7.0%, 2.1%, 7.9%, -1.7, 6.2, -8.5%, 17.4, -3.4%, 0.2
- CCCSc1nnc(CNC(=O)C23CC4CC(CC(C4)C2)C3)n1Cc1ccccc1
 : 23.4%, -13.7%[57.1 µM], ?, 6.9, 2.9, -8.4%, 10.1, 0.4%, -2.7
- Cc1ccc(OC(C)C(=O)Nc2ccncc2)cc1 (stereo not given)
 : -4.5%, 4.4%, 10.1%, 2.3, 3.6, 0.6%, -1.3, -2.8%, 0.4
- COC(=O)C[C@H]1C=C[C@H](NS(=O)(=O)c2cn(C)cn2)[C@@H](CO)O1
 : ., 5.5%, 9.5%, -1.2, 0.3, -6.1%, 6.5, 0.9%, 0.4
- Cc1cc(C)n(C(C)CC(=O)Nc2ccc(-c3ccno3)cc2)n1 (stereo not given)
 : 2.9%, 1.4%, 13.8%, -0.7, -1.6, 10.7%, -9.3, -8.2%, -2.0
- O=C(O)CCC(=O)N1CCC[C@H]1C(=O)O
 : -3.0%, -1.5%, 2.7%, -3.4, 17.0, 3.5%, 10.5, -6.7%, 0.2
- COc1ccc2oc3ccc(OC)cc3c(=O)c2c1
 : -0.2%, 8.1%, 0.0%, -7.3, -2.7, 29.9%, 19.7, -4.5%, -3.6
- O=C(COC(=O)CCSc1ccccc1)Nc1cc(F)ccc1F
 : -9.3%, -3.4%, 1.5%, 8.7, 0.9, -28.2%, 49.3, -27.2%, 0.2
- Cn1cc(S(=O)(=O)N2CCCCCC2)cc1C(=O)N1CCN(c2cccc(Cl)c2)CC1
 : -2.0%, ., ?, ., -4.2, -8.5%, ., ., .

Some of the entries above in another layout.
Structure: O=C(O)CCC(=O)N1CCC[C@H]1C(=O)O
- GLP-1R agonist: -3.0%
- WRN helicase inh: -1.5%
- GLP1R inv ag: 2.7%
- PI5P4Ka inh: -3.4
- DRD3 agonist: 17.0
- GLP1R cytotox: 3.5%
- D3 antag: 10.5
- PLK1 PBD inh: -6.7%
- IL2 activator: 0.2
Structure: COc1ccc2oc3ccc(OC)cc3c(=O)c2c1
- GLP-1R agonist: -0.2%
- WRN helicase inh: 8.1%
- GLP1R inv ag: 0.0%
- PI5P4Ka inh: -7.3
- DRD3 agonist: -2.7
- GLP1R cytotox: 29.9%
- D3 antag: 19.7
- PLK1 PBD inh: -4.5%
- IL2 activator: -3.6

Screening results (PubChem)
